KCNK3 block = human KCNK3 channel inhibition, primary screen | CHO-KCNK3 thallium flux, FluxOR fluorescence; hits give low values | 340,000 tested, 0.84% active | AID 602410 | B-score at 10 µM | O14649;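 active means B-score under library mean minus 4 SD, starting fluorescence ratio at most library mean plus 5 SD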;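 further: more negative B-score means stronger inhibition of thallium flux through KCNK3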
RGS4 block = human RGS4 inhibition; AID 463165; B-score at 10 µM; 310,000 tested, 0.45% active; P49798; HEK293 M3R/RGS4 inducible, Fluo-4 calcium flux; hits give high values; triggered by carbachol at its EC20;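 active means B-score, a plate-corrected calcium signal, over three deviations above library mean, with baseline fluorescence within five deviations of library mean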;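 further: RGS4 expression induced by doxycycline in cells with stable M3 receptor; B-score is computed from the integrated fluorescence ratio over baseline after carbachol; higher B-score means a larger calcium signal and so more RGS4 inhibition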
KCNQ1 block = human KCNQ1 channel inhibition. P51787. CHO-K1 KCNQ1, FluxOR thallium flux fluorescence; hits give high values. B-score at 10 µM. 310,000 tested, 1.3% active. AID 2642;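 active means compounds whose thallium flux B-score, printed positive for inhibition, exceeds three library SD while starting fluorescence stays within three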;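 further: channel opened by potassium depolarization with thallium stimulus after 20 min compound exposure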
KCNQ1 pot = potentiates or activates the human KCNQ1 potassium channel. P51787. CHO-K1 KCNQ1, thallium flux FluxOR fluorescence; hits give high values. B-score at 10 µM. 310,000 tested, 0.35% active;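 active means fluorescence ratio B-score, a plate-corrected score, at least three library SD, with initial intensity B-score within 5 SD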
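Assay system: CHO-K1 cells stably expressing KCNQ1. Medium: assay buffer for compound exposure, DMSO matched across wells. Timing: 37 °C overnight plating, 90-min dark dye load, 20-min compound pretreatment. Signal: kinetic FluxOR fluorescence, 10 s baseline plus 110 s post-stimulus.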
GSK3beta inhib = inhibitors of human GSK3beta kinase; AID 2097; activity score (negative = inhibition), % at 10 µM; 300,000 tested, 0.038% active; GST-GSK3beta kinase, ADP-Glo luminescence, 60 min; hits give low values;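 active means more than half of replicate wells score below -50%, meaning over 50% inhibition versus plate controls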;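 further: 0% = median DMSO wells and -100% = median GW8510 positive control wells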
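Assay system: GST-tagged human GSK3beta kinase, cell-free; Input: 1.6 ng GSK3beta; Medium: Tris/MgCl2 kinase buffer; Timing: 60 min enzyme reaction, room temperature; Signal: ADP-Glo luminescence quantifying ADP generated by kinase; Evaluation: score relative to plate controls; Benchmarks: DMSO neutral wells and GW8510 at 20 µM as positive.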
GSK3A inh = blocks human GSK-3 alpha kinase; ADP-Glo luminescence, 60 min; inhibition, % at 10 µM; 320,000 tested, 0.1% active; AID 2650;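 in the data active means inhibition above about 50%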;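 further: GST-tagged GSK-3 alpha with peptide substrate and 25 µM ATP; 0% = DMSO neutral wells and 100% = GW8510 positive control wells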
Dyrk1A ADPGlo = Dyrk1A (rat) kinase inhibition; Q63470; ADP-Glo luminescence, NFATc1 peptide; inhibition, % at 12.5 µM; 310,000 tested, 0.43% active; AID 504441; in the data active means inhibition above about 50%;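 further: plate controls were vehicle with enzyme for no effect and no enzyme for full effect; many of its hits are not listed in these tables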
KCNK9 inh = human KCNK9 channel inhibition | Q9NPC2 | HEK293 KCNK9, FluxOR thallium flux fluorescence; hits give low values | B-score at 10 µM | 310,000 tested, 1.2% active;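 active means ratio B-score over 3 SD below the library mean, with starting fluorescence within 5 SD of its mean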;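 further: negative B-score means less thallium flux so channel inhibition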
RGS4 pot = RGS4 potentiation or activation; 310,000 tested, 0.92% active; B-score at 10 µM; HEK293 M3R/inducible RGS4, carbachol calcium flux Fluo4; hits give low values;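 active means B-score of the integrated calcium signal more than 4 SD below the library mean, with starting fluorescence not abnormally high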;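 further: negative B-score means reduced calcium response which marks RGS4 activation or potentiation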
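System – HEK293 FlpIn-TREx cells, stable M3R, doxycycline-inducible RGS4 · Reagent – ECmax carbachol challenge · Times – compound preincubation 20 min at room temperature before agonist · Technique – Fluo4 fluorescence kinetic imaging of calcium · Measure – B score of integrated Fluo4 ratio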
hERG protect = compounds protecting human hERG from proarrhythmic drug block | Q12809 | CHO-hERG, FluxOR thallium flux, dofetilide IC70 present | activation (rescue from dofetilide block), less the hit threshold, % at 10 µM | 310,000 tested, 0.51% active;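 active means activation above the mean of controls blocked by dofetilide plus 5 SD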;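 further: thallium influx through hERG after potassium depolarization seen as dye fluorescence rise; in these data hits start at about 4.7%; inactives centre near -7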
Target sequence (Q12809 whole entry, looked up): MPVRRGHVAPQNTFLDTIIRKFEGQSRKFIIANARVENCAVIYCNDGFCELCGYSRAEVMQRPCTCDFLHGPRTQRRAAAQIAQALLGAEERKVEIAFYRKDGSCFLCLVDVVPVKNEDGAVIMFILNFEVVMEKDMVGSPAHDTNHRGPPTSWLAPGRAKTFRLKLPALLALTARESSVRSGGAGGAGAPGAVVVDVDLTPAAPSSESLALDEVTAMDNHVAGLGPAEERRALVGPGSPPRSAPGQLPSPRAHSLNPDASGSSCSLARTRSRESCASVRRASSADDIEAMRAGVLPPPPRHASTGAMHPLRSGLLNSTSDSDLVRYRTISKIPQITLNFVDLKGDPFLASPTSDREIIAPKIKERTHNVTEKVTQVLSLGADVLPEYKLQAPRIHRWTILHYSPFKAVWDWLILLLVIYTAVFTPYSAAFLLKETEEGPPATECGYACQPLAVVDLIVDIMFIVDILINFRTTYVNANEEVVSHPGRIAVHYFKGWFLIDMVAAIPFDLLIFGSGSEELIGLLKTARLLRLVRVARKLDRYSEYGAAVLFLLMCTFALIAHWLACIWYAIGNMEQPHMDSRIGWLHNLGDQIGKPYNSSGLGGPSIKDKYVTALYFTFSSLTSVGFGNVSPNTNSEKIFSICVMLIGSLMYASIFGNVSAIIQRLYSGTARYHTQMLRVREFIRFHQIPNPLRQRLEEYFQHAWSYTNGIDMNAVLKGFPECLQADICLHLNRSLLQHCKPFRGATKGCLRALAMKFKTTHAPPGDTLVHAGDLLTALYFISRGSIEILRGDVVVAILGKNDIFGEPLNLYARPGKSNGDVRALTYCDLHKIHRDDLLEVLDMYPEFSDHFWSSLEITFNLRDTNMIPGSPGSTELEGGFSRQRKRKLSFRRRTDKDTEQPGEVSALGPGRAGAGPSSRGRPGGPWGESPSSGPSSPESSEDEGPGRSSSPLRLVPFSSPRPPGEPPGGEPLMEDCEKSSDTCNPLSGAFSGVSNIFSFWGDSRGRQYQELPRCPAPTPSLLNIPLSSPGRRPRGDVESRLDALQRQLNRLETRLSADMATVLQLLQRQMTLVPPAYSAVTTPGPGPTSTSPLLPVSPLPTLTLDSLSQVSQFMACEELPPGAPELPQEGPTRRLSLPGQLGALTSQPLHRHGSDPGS
PolyA inhibitor = blocks polyadenylation in yeast reporter cells; S. cerevisiae SKY197-pL101 polyadenylation reporter, beta-gal luminescence; efflux-impaired pdr1/pdr3 knockout yeast; score 100 = 6 SD above DMSO; calls only at 12 µM; 300,000 tested, 0.02% active; AID 1875;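 active means lowest replicate activity score at least 50, where 100 means six control SD above control mean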;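 further: yeast exposed to compound for 9 h at 30 °C; higher score means more reporter readthrough which indicates perturbed polyadenylation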
* = called active by the depositor; i = inactive; . = no result given. A portion of the library; the hit share may differ from the screen's.

SMILES	KCNK3 block	RGS4 block	KCNQ1 block	KCNQ1 pot	GSK3beta inhib	GSK3A inh	Dyrk1A ADPGlo	KCNK9 inh	RGS4 pot	hERG protect	PolyA inhibitor
O=C(NCCN1CCOCC1)c1ccc(-c2ccccc2)cc1	i	i	i	i	2.3	0.1	-3.7	i	i	-7.3	i
COc1ccc2[nH]c(C)c(CCNC(=S)Nc3cc(C)cc(C)c3)c2c1	i	i	i	i	3.5	1.2	0.6	i	i	-14.9	i
COc1ccc(-c2noc3c2-c2nc(C4CCCCC4)sc2CC3)cc1	i	i	i	i	2.0	0.1	4.3	i	i	-16.5	i
N#Cc1nc(COc2ccccc2)oc1N1CCN(Cc2ccccc2)CC1	i	i	i	i	0.3	2.4	0.5	i	i	-12.9	i
Cc1ccc(S(=O)(=O)/N=C2/NC(=O)/C(=C\c3cc(Br)cc(Br)c3O)S2)cc1	i	i	7*	i	5.8	.	17.4	i	i	-16.0	.
CCOCCCNC(=O)Cc1cc(=O)[nH]c(=O)[nH]1	i	i	i	i	2.5	-2.0	-2.7	i	i	-9.9	i
COc1ccc(C(=O)CCC(=O)Nc2ccc(N3CCCCC3)cc2)cc1OC	i	i	i	i	0.3	0.4	4.1	i	i	-10.0	i
S=C(Nc1ccc(Cc2ccncc2)cc1)Nc1cccc(Cl)c1	i	i	8*	i	6.0	-1.6	-5.0	i	i	-9.6	i
COc1cc(C(=O)OCn2nnc3ccccc3c2=O)cc(OC)c1OC	i	i	i	i	-1.7	-8.5	-3.9	i	i	-6.1	i
CC1Oc2cc3oc4c(O)c(O)ccc4c(=O)c3c(O)c2C1(C)C (configuration not stated)	i	i	10*	i	-2.3	0.0	38.5	i	i	-17.4	i
CCn1cc(C(=O)Nc2ccc(F)c(F)c2)cn1	i	i	i	i	-0.6	-3.4	-2.4	i	i	-7.2	i
O=C(COC(=O)c1ccccc1[N+](=O)[O-])NCCCc1ccccc1	i	i	i	i	2.2	-3.1	-0.8	i	i	-5.2	i
CCCCn1c(SCC(N)=O)nc2c(sc3ccccc32)c1=O	i	i	i	i	1.3	-1.3	3.0	i	i	-6.4	i
CCc1c(C)nc(SC(C(=O)O)c2ccccc2)c(C#N)c1C (configuration not stated)	i	i	i	i	3.6	2.5	8.5	i	i	-10.2	i
COC(=O)c1sc2ccccc2c1-n1cccc1C(=O)C(=O)Nc1ccc(F)cc1	i	i	i	i	0.1	-2.4	3.5	i	i	-12.8	i
CC(C)(C)C(=O)Nc1c(Br)c(C2CC2)nn1-c1ccccc1	i	i	i	i	0.6	-0.3	.	i	i	-2.6	i
O=C1[C@H]2[C@H](ON3CCCC[C@H]23)C(=O)N1c1cccc(C(F)(F)F)c1	i	i	i	i	-1.1	-0.8	2.1	i	i	-12.5	i
CC1(C)Cc2c(sc3c2c(=N)n(Cc2ccco2)c(=O)n3CC(=O)Nc2ccc(Cl)cc2)CO1	i	i	i	i	5.1	-2.1	-3.6	i	i	-8.0	i
O=C(c1cccs1)N1CCCC1	i	i	i	i	-0.9	4.0	22.4	i	i	-7.1	i
CN(c1ccccc1C(=O)O)S(C)(=O)=O	i	i	i	i	-2.9	-2.1	0.4	i	i	-3.9	.
O=C(Nc1cc(SCC(O)CO)cc([N+](=O)[O-])c1)c1ccc(-n2cnnn2)cc1 (configuration not stated)	i	i	i	i	-2.1	-0.9	4.4	i	i	-6.3	i
Cc1cc(C)n(-c2ccc(F)cc2CN2CCN(C3CCCC3)C(CCO)C2)n1 (configuration not stated)	i	i	i	i	4.0	-1.5	-13.6	i	i	-11.9	i
O=C(Nc1ccc(N2CCCC2)cc1)c1cccc(Cl)c1Cl	i	i	i	i	1.2	-0.3	-2.3	i	i	-9.7	i
COc1ccc(S(=O)(=O)N2CCC(C(=O)N3CCN(C)CC3)CC2)cc1Cl	i	i	i	i	0.5	-1.2	-0.6	i	i	0.3	i
Cc1c(NC(=O)Nc2ccc3c(c2)OCO3)cccc1[N+](=O)[O-]	i	i	i	i	5.4	-1.8	-2.9	i	i	-11.8	i
Next part.
SMILES	KCNK3 block	RGS4 block	KCNQ1 block	KCNQ1 pot	GSK3beta inhib	GSK3A inh	Dyrk1A ADPGlo	KCNK9 inh	RGS4 pot	hERG protect	PolyA inhibitor
Cc1cc(Br)ccc1NC(=O)C1C2CCC(O2)C1C(=O)O (configuration not stated)	i	i	i	i	2.3	0.3	-3.0	i	i	-7.2	i
Cc1ccc(CCN2CC(C(=O)NCCCN3CCCCC3)CC2=O)cc1 (configuration not stated)	i	i	i	i	1.9	-1.4	-1.8	i	i	-6.9	i
COc1ccc(CC(=O)NCc2n[nH]c(=S)n2-c2cccc(Cl)c2)cc1	i	i	i	i	-0.5	-1.7	-3.8	i	i	-15.7	i
Cc1ccccc1Oc1nc2ccccc2n2cnnc12	i	i	i	i	2.8	-0.7	-3.5	i	i	-6.8	i
Cc1cc(C(C)(C)C)ccc1OCCN1CCCC1	i	i	i	i	-1.3	3.2	1.4	i	i	-5.7	i
COc1ccc(-c2ccc(SCC(=O)Nc3nnc(C)s3)nn2)cc1	i	i	i	i	-0.3	0.1	-2.1	i	i	-2.1	i
CCCCCC(=O)NCC(C)NC(=O)CCCCC (configuration not stated)	i	i	i	i	0.0	-2.9	0.2	i	i	-1.8	i
O=C(Nc1ccc(CN2CCOCC2)cc1)c1ccc(-c2cccc(Cl)c2)o1	i	i	i	i	0.4	-4.3	.	i	i	-29.9	i
COc1ccc(-c2nc3ccccc3o2)cc1NC(=O)CSc1ccc(Cl)cc1	i	i	i	i	-0.7	0.6	0.5	i	i	-8.5	i
Cn1cc(CN2CCC(n3nccc3NC(=O)CCc3ccccc3)CC2)cn1	i	i	i	i	3.2	-0.8	-4.7	i	i	-7.6	i
COc1ccc(Cn2nnnc2C(c2cc3ccc(OC)cc3[nH]c2=O)N2CCC(C)CC2)cc1 (configuration not stated)	i	i	i	i	2.8	0.8	0.2	i	i	-7.5	i
CCSc1nc2c(cnn2-c2ccccc2)c(=O)n1N	i	i	i	i	2.9	-1.6	.	i	i	-6.4	i
Cc1ccc2nc3c(cc2c1)c(NC(=O)C1CCCO1)nn3CC(C)C (configuration not stated)	i	i	i	i	1.4	0.1	-2.2	i	i	-13.1	i
CCn1c2ccccc2c2cc(NS(=O)(=O)c3ccc(C)cc3)ccc21	i	i	i	i	-1.0	-2.2	-10.1	i	i	-8.4	i
COCCNC(=O)c1ccc(C2SCC(=O)N2CCc2ccccc2)cc1 (configuration not stated)	i	i	i	i	3.0	-0.2	12.7	i	i	-2.2	i
CN(CC(=O)Nc1cccc(F)c1)C(=O)Cn1c(=O)cnc2ccccc21	i	i	i	i	-0.5	-1.6	9.8	i	i	-14.9	i
Oc1ccccc1C1=Nc2ncnn2C(c2ccccc2)C1 (configuration not stated)	i	i	i	i	-2.3	-1.0	2.3	i	i	-6.3	i
N#Cc1cccn1-c1nccs1	i	i	i	i	-0.5	0.6	.	i	i	-6.8	i
Cc1cc(C)c(C(=O)N2CCCC(C(=O)c3cc(F)ccc3F)C2)o1 (configuration not stated)	i	i	i	i	3.4	-1.5	-5.0	i	i	-7.9	i
CC(=O)NN1C(=O)/C(=C/c2ccc(C(C)C)cc2)SC1=S	i	i	i	i	1.7	-1.6	-4.7	i	i	-5.8	i
O=C(O)c1ccc(-c2nc3ccccc3[nH]2)cc1	i	i	i	i	-2.4	2.5	2.6	i	i	-8.5	i
COc1cc([N+](=O)[O-])ccc1NC(=O)CN(C)C	i	i	i	i	2.1	-5.5	-1.7	i	i	-4.7	i
CCCC(=O)c1cc2c(cc1NC(=O)c1ccccc1F)OCCO2	i	i	i	i	-1.2	-2.8	-3.8	i	i	-7.0	i
COc1cccc2cc(C(=O)NC(C)C3CCCO3)c(=O)oc12 (configuration not stated)	i	i	i	i	0.6	-4.0	4.2	i	i	-11.5	i
N#CCCN(C(=O)COC(=O)c1nc(Cl)ccc1Cl)c1ccccc1	i	i	i	i	-1.0	-1.3	-0.2	i	i	-13.0	i
(cont.)
SMILES	KCNK3 block	RGS4 block	KCNQ1 block	KCNQ1 pot	GSK3beta inhib	GSK3A inh	Dyrk1A ADPGlo	KCNK9 inh	RGS4 pot	hERG protect	PolyA inhibitor
CNc1oc(-c2cccc3ccccc23)nc1C#N	i	i	i	i	-1.6	-1.8	-1.7	i	i	1.1	i
CCNc1c([N+](=O)[O-])ncn1C	i	i	i	i	-0.5	.	9.5	i	i	-4.0	i
O=C(NCC1CCCO1)c1c(O)c2c([nH]c1=O)CCCC2 (configuration not stated)	i	i	i	i	0.4	-3.0	-1.9	i	i	-5.6	i
CCN1CCN(c2ccc(S(=O)(=O)N3CCOCC3)cc2NC(=O)C(C)Oc2ccc(Cl)cc2)CC1 (configuration not stated)	i	i	i	i	-5.6	-1.5	-10.8	i	i	-13.4	i
CCCC1N2CC3([N+](=O)[O-])CN1CC([N+](=O)[O-])(C2)C3(C)C (configuration not stated)	i	i	i	i	-1.0	0.4	0.9	i	i	-8.1	i
COc1ccc(Nc2ccc([N+](=O)[O-])cn2)cn1	i	i	i	i	-2.0	-1.8	-2.8	i	i	-4.5	i
C=CCc1c(OC)ccc2ccc(=O)oc12	i	i	i	i	1.6	3.2	13.5	i	i	-5.5	i
C=CCOc1ccc(C(=O)n2cc(C(=O)OC)c3ccccc32)cc1	-9.28*	i	i	i	1.9	-2.0	-2.6	i	i	-1.8	i
COc1ccc(NC(=S)NC(=O)Cc2ccccc2)c(OC)c1	i	i	i	i	-1.4	2.9	1.7	i	i	-10.6	i
CCOc1ccc(NC(=O)CSc2nc3c(c(=O)n2-c2ccccc2OC)SCC3)cc1	i	i	i	i	-1.0	1.6	-0.1	i	i	-10.3	i
CCCOc1ccc(C(C)=O)cc1CSCCC#N	i	i	i	i	-0.7	1.4	0.5	i	i	-6.5	i
Cc1ccccc1CN1C(=O)Nc2ccccc2C(=O)N1C(C)(C)C	i	i	i	i	0.8	-0.8	-7.1	i	i	-6.7	i
O=C(CCC(=O)OCc1ccc(C(=O)Oc2ccccc2)cc1)Nc1cccc2ccccc12	i	i	i	i	-0.9	.	9.9	i	i	-13.7	i
O=S(=O)(NCCOc1ccc(F)cc1)c1ccc2c(c1)OCCO2	i	i	i	i	1.1	-0.9	8.9	i	i	-10.5	i
Cc1cc(SCC(=O)NCCN2C(=O)CSC2=O)nc2ccccc12	i	i	i	i	0.1	0.6	-0.8	i	i	-8.2	i
Cc1ccc(C)c(S(=O)(=O)Nc2ccc(O)c(Sc3ncn[nH]3)c2)c1	i	i	i	i	2.4	-3.6	4.1	i	i	-7.4	i
CCOC(=O)N1CCN(C(=O)CSc2ccccc2)CC1	i	i	i	i	0.8	-1.2	0.7	i	i	-3.4	i

Screens from PubChem.
